Neddyl block: cullin neddylation inhibition; P61081+Q13564; TR-FRET cullin neddylation, biochemical; calls only at 25 µM; hit rate 0.58% among 360,000; in the data active means inhibition above about 36%
E coli Lon inh: inhibits E. coli Lon protease; purified E. coli Lon protease, fluorescence polarization; inhibition, % at 7.94 µM; hit rate 0.42% among 360,000; AID 602123; in the data active means inhibition above about 13%, passing the limit was not always enough;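 further: 0% = enzyme with probe and DMSO and 100% = no enzyme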
Target sequence (P0A9M0 whole entry, looked up): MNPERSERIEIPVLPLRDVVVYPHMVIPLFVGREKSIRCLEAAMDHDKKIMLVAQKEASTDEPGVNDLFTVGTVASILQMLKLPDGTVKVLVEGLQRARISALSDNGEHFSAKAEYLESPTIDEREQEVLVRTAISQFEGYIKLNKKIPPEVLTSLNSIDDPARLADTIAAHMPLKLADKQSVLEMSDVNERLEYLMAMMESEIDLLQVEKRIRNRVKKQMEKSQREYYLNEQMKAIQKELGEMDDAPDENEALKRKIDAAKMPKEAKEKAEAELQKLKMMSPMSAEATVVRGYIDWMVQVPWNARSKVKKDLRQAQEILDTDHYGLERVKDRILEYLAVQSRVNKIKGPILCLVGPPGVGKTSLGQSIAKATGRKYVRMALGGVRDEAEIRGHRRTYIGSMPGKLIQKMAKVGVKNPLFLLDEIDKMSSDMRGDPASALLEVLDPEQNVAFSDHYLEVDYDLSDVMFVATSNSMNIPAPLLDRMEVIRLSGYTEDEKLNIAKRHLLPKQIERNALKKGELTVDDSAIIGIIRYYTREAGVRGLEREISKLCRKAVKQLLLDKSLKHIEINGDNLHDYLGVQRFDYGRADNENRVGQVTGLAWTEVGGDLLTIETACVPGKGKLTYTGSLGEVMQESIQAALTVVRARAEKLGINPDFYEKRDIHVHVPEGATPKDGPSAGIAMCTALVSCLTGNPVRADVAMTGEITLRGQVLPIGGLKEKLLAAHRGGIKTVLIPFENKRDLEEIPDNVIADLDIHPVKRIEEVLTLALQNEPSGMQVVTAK
Rin1-Abl PPI inh: inhibitors of human Rin1-Abl protein interaction; TR-FRET Rin1/Abl binding, biochemical; P00519+Q13671; inhibition, % at 7.35 µM; hit rate 0.4% among 360,000; in the data active means inhibition above about 5%, passing the limit was not always enough
MsrA act: bovine methionine sulfoxide reductase A activation; purified bovine MsrA, absorbance read-out; activation, % at 10.6 µM; hit rate 0.3% among 360,000; AID 602163; in the data active means activation above about 7.5%;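 further: 0% = vehicle and 100% = reference activator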
CendR NRP1 mod: modulators of CendR peptide binding to human neuropilin-1 | AID 602438 | O14786 | hit rate 0.85% among 360,000 | FAM-RPARPAR peptide binding to NRP-1, fluorescence polarization | inhibition, % at 25 µM;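 active means inhibition or corrected inhibition above about 18%, plus a signal ratio from 0.5 to 1.5, limit read from the data, passing the limit was not always enough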; further: strong numbers were not always called active
MT1-MMP act inh: MT1-MMP (human) activation inhibition; P50281; HT1080 RFP-PRO-GFP cells, GFP/RFP ratio fluorescence, overnight; percent of plate control window, DMSO zero; GFP/RFP ratio change, % at 20 µM; hit rate 0.061% among 360,000; AID 651647;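 active means GFP/RFP ratio change of at least 30% with cell ATP level not reduced by more than half and red fluorescence within 50% of control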; further: strong numbers were not always called active
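Test system: HT1080 RFP-PRO-GFP cells; Benchmarks: DMSO and RFP-L50D-GFP cell wells; Timing: cells overnight before dosing, compound overnight, 37 °C, 5% CO2; Compound: one 20 µM compound dose with 1% DMSO; Read-out: GFP/RFP fluorescence ratio.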
FAS-TE inh: blocks the thioesterase domain of human fatty acid synthase. P49327. recombinant FAS-TE, OMFH fluorogenic substrate, fluorescence endpoint. inhibition, % at 15 µM. hit rate 0.67% among 360,000. AID 602261;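 active means compounds whose normalised, plate-corrected inhibition of enzyme fluorescence in the single-dose primary screen is 50% or more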;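 further: 0% = DMSO with enzyme and 100% = substrate without enzyme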
MsrA inhibitor: bovine MsrA inhibition. hit rate 0.75% among 360,000. inhibition, % at 15.5 µM. purified bovine MsrA, absorbance read-out. AID 651718; in the data active means inhibition above about 4.5%;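 further: 0% = vehicle wells with enzyme and 100% = reference inhibitor wells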
SKN-1 block: blocks SKN-1 activity in C. elegans | C. elegans VP596 Pgst-4::GFP/RFP ratio, acrylamide-induced, 24 h | inhibition, % at 21.8 µM | hit rate 0.49% among 360,000 | AID 624304;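 active means interference check ratio from 0.5 to 1.5 plus GFP to RFP signal ratio inhibition reaching or exceeding a fixed threshold, cut at about 30% in these data, passing the limit was not always enough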; further: some compounds called inactive have numbers as strong as hits
* = called active by the depositor; i = inactive; x = no result given.

SMILES | Neddyl block | E coli Lon inh | Rin1-Abl PPI inh | MsrA act | CendR NRP1 mod | MT1-MMP act inh | FAS-TE inh | MsrA inhibitor | SKN-1 block
Cc1ccccc1NC(=O)c1ccccc1N(C)S(=O)(=O)c1ccccc1 | i | -10.2 | 2.1 | -2.6 | -3.1 | -2.0 | 0.0 | -0.6 | 1.4
C/C(=C\c1ccccc1)CN1CCN(c2cccc(Cl)c2)CC1 | i | -0.3 | 1.4 | -8.6 | -7.5 | -3.3 | 16.6 | -0.1 | 1.9
CCOc1ccccc1NC(=O)CSc1nnc2c(CC)c(C)nc(N)n12 | i | -1.0 | -0.6 | -1.2 | 4.3 | -3.6 | -6.3 | 0.3 | 10.4
CCCc1nc(SCC(N)=O)[nH]c(=O)c1CC | i | -2.4 | 0.5 | -1.0 | 3.3 | -4.3 | -5.8 | 0.2 | 10.1
COc1cc(/C=C2/C(=O)NN(c3ccc(Cl)cc3)C2=O)cc(OC)c1O | i | -106.8 | 0.7 | -1.1 | -196.0 | -0.6 | -3.9 | 1.1 | 11.9
CN(CCc1ccccn1)C(=O)c1cccnc1Oc1ccccc1 | i | -0.5 | -1.6 | -2.6 | -16.2 | -1.0 | -3.2 | -0.6 | 4.3
C=CCN(C(=O)c1csnn1)C(C(=O)NC1CCCCC1)c1ccc(Cl)cc1 (stereo not drawn) | i | 3.4 | 3.8 | -5.0 | 8.6 | -1.2 | 8.3 | 0.6 | -15.3
Cc1ccc(C(=O)NC(C)CCc2ccccc2)cc1S(=O)(=O)N1CCOCC1 (stereo not drawn) | i | -11.9 | 5.2 | -0.8 | 2.8 | -1.9 | 9.2 | 1.0 | -12.4
CC1CN(c2ccc([N+](=O)[O-])c(NCCOc3ccccc3)c2)CC(C)N1 (stereo not drawn) | i | -2.4 | -12.0 | -2.1 | -2.1 | 1.5 | 5.9 | 1.9 | 9.5
O=C(NCCS(=O)(=O)N1CCCC1)c1ccccc1 | i | 14.8 | 2.6 | -12.2 | 0.9 | 5.7 | -5.8 | -0.2 | -1.2
COC(=O)C(CC(C)C)NC(=O)/C=C/c1ccccc1Cl (stereo not drawn) | i | 6.1 | 1.1 | -9.7 | -2.9 | 6.8 | -1.6 | -0.4 | 3.3
O=C(CSc1nnc(-c2cccnc2)s1)Nc1cccc(C(=O)O)c1 | i | -13.3 | 2.6 | 1.1 | 1.4 | 0.6 | -11.0 | 2.6 | -3.6
COc1ccccc1OCCOC(=O)Nc1ccccc1 | i | -5.4 | -1.8 | -5.4 | 6.8 | 1.5 | -13.4 | -0.7 | -2.6
Oc1ccc(N=Nc2ccccc2-c2nn[nH]n2)c(O)c1 | i | 19.1 | -2.6 | -4.3 | 9.5 | 17.9 | -2.9 | 0.1 | 11.2
Cn1nccc1C(=O)N1CCN(c2cccc(C(F)(F)F)c2)CC1 | i | 8.3 | 2.9 | -5.0 | 5.8 | 5.2 | -1.8 | -0.6 | -12.9
COc1cc(Cl)ccc1OC1(C)CCN(Cc2ccc(SC)cc2)C1 (stereo not drawn) | i | -12.9 | -2.1 | -1.0 | -2.3 | -1.8 | 13.5 | 0.8 | 2.9
O=C(/C=C/c1cccc(Oc2ccccc2)c1)N1CCOCC1 | i | -10.9 | -0.5 | -10.6 | 7.0 | -3.7 | -8.8 | -1.7 | 4.0
CCN(CC)S(=O)(=O)c1ccc(NN=c2c(=O)c3ccccc3c2=O)cc1 | i | 6.9 | -5.0 | -8.9 | -1.7 | -1.5 | -1.5 | 0.0 | -3.4
COc1ccc(CNC(=O)C(C)n2ccc3cc(S(=O)(=O)N4CCCCCC4)ccc32)cc1 (stereo not drawn) | i | -0.1 | 3.3 | -2.8 | 15.2 | 1.1 | 16.5 | 0.8 | -0.6
CC1(C)CC(=O)c2cc(NC(=O)c3ccccc3)c(=O)oc2C1 | i | -13.9 | -0.4 | 0.5 | 2.6 | 1.6 | -9.4 | 1.8 | 6.4
CCOc1ccc(C(C(=O)NCC2CCCO2)N(CCc2cccc(C)c2)C(=O)c2snc(C(N)=O)c2N)cc1 (stereo not drawn) | i | -4.8 | 1.9 | -5.2 | -14.0 | -2.0 | 14.6 | -0.2 | 11.1
O=C(/C=C/C=C/c1ccc2c(c1)OCO2)N1CCCCC1 | i | 0.0 | -1.9 | -2.7 | -1.4 | -2.0 | -0.7 | 3.8 | -0.6
CN1CCN(S(=O)(=O)c2ccc(NC(=O)c3ccco3)cc2)CC1 | i | -5.2 | -0.1 | 2.0 | 6.0 | 2.3 | -6.6 | -0.5 | 13.7
Cc1ncccc1C(=O)N1CCCC(c2cc(C(=O)Nc3ccc(C(C)(C)C)cc3)no2)C1 (stereo not drawn) | i | -3.8 | -1.9 | -0.3 | -5.2 | -1.4 | -13.0 | 0.8 | 1.4
COc1ccc(C2c3[nH]c4ccccc4c3C[C@H]3C(=O)N(c4ccccc4C(=O)N4CCC[C@@H]4C(=O)O)C(=O)N23)cc1 (stereo partly drawn) | i | -6.2 | -3.2 | -1.7 | -0.8 | -2.0 | -5.3 | 2.4 | 2.2
CC(=O)NC(=S)Nc1ccccc1C(=O)Nc1ccccc1 | i | 2.2 | -0.1 | -6.2 | -9.6 | 0.1 | -11.2 | 1.7 | -3.8
CC1CCc2cc(F)ccc2N1C(=O)CSc1nnc(-c2cccs2)n1C (stereo not drawn) | i | -5.6 | -3.9 | -1.4 | 7.4 | 0.4 | -1.6 | -0.5 | -11.9
CC1CCN(C(=O)c2[nH]cnc2C(=O)Nc2ccc(Cl)cc2)CC1 | i | -2.9 | 2.2 | -1.6 | 4.8 | 6.3 | 53.7* | 0.5 | -8.2
O=[N+]([O-])c1cccc(N/N=C/c2cccc(O)c2O)c1 | i | 4.9 | -7.7 | -3.4 | -17.7 | 8.4 | 22.3 | 1.9 | 0.7
O=c1cc(-c2ccc([N+](=O)[O-])cc2)c2cc3c(cc2[nH]1)OCCO3 | i | -5.4 | -3.3 | -3.2 | -1.0 | -3.4 | -27.3 | 1.7 | -0.1
O=C(NCc1ccco1)c1ccc(COc2ccccc2[N+](=O)[O-])o1 | i | -16.3 | -2.8 | -2.8 | 2.8 | -3.5 | 1.9 | -0.8 | 14.8
O=c1c2ccccc2oc2ccc(-c3ccc4cc[nH]c4c3)cc12 | i | -8.3 | -2.0 | -2.5 | -27.2 | 11.1 | 14.6 | x | 69.5*
COc1ccc(CCN(Cc2ccccn2)C(=S)Nc2cccc(C)c2)cc1OC | i | -5.6 | 3.0 | -12.6 | 5.2 | 0.6 | -6.0 | 1.8 | -11.7
CCC(=O)OCOc1ccc(/C=C2/CCC(CN(C)C)C2=O)cc1 (stereo not drawn) | i | -6.6 | 3.4 | -12.2 | -3.2 | -2.1 | 0.5 | 2.7 | 12.5
CC(CN1CCCC1)OC(=O)c1ccc(Br)cc1 (stereo not drawn) | i | -1.2 | 3.7 | -0.1 | 2.9 | -2.8 | -4.7 | 1.7 | -0.8
c1ccc(OCCOc2ncnc3sccc23)cc1 | i | -9.0 | 1.1 | -1.9 | -12.5 | 1.4 | -3.5 | -1.0 | -5.7

Another view of two compounds above.
canonical_smiles: CC(CN1CCCC1)OC(=O)c1ccc(Br)cc1 (stereo not drawn)
  Neddyl block: i
  E coli Lon inh: -1.2
  Rin1-Abl PPI inh: 3.7
  MsrA act: -0.1
  CendR NRP1 mod: 2.9
  MT1-MMP act inh: -2.8
  FAS-TE inh: -4.7
  MsrA inhibitor: 1.7
  SKN-1 block: -0.8
canonical_smiles: c1ccc(OCCOc2ncnc3sccc23)cc1
  Neddyl block: i
  E coli Lon inh: -9.0
  Rin1-Abl PPI inh: 1.1
  MsrA act: -1.9
  CendR NRP1 mod: -12.5
  MT1-MMP act inh: 1.4
  FAS-TE inh: -3.5
  MsrA inhibitor: -1.0
  SKN-1 block: -5.7

New compounds follow.
SMILES | Neddyl block | E coli Lon inh | Rin1-Abl PPI inh | MsrA act | CendR NRP1 mod | MT1-MMP act inh | FAS-TE inh | MsrA inhibitor | SKN-1 block
CC(C)(C)c1ccc(SCCc2ccccn2)cc1 | i | 14.9 | -1.6 | -2.2 | -18.3 | -0.6 | 9.4 | 1.2 | 7.5
CN(CCc1cn[nH]c1)C(=O)C1CCC(=O)N(CC2CCCCC2)C1 (stereo not drawn) | i | -2.1 | 0.2 | -3.0 | 13.5 | -3.4 | -4.4 | 0.5 | 0.7
Cc1cc(NC(=O)CSc2nc3ccsc3c(=O)n2CCCCC(=O)O)no1 | i | -5.5 | -1.5 | -12.9 | -7.9 | -2.1 | -8.9 | 0.8 | -14.2
Cc1ccc(SCCNC(=S)Nc2ccccc2)cc1 | i | 2.4 | -1.1 | 0.3 | -2.3 | 0.9 | 5.0 | -1.4 | 3.4
O=C1CN(S(=O)(=O)c2cc(C(F)(F)F)ccc2Cl)CCN1 | i | 6.7 | 0.7 | -11.4 | -0.3 | 14.2 | -8.0 | 0.5 | 1.1
O=C(Cn1cc(C(=O)c2cccs2)c2ccccc21)NCc1ccc2c(c1)OCO2 | i | 1.1 | -4.1 | -1.2 | 0.8 | 1.0 | 48.4 | 1.8 | -0.2
O=C(CNS(=O)(=O)c1ccccc1)OCC(=O)c1cccc([N+](=O)[O-])c1 | i | 6.9 | -2.1 | -2.9 | 0.7 | -7.2 | -12.4 | -0.3 | -5.0
O=C(C[n+]1ccccc1)N/N=C/c1ccc(F)cc1 | i | -0.5 | 1.8 | -0.6 | -1.0 | 5.0 | -2.9 | -0.8 | -1.6
Cc1cc2c(=Cc3ccc(N(C)C)cc3)c3ccccc3n2[n+]1C | i | -78.0 | -26.2 | 3.8 | -181.7 | -6.1 | -0.7 | 0.7 | 71.7
COCCNC(=O)C1(C)CCCN(C(=O)c2cc(C)on2)C1 (stereo not drawn) | i | -4.0 | -2.8 | -0.8 | 1.7 | 4.1 | -4.4 | -0.9 | 4.7
CCCOc1ccc2c(=O)c(N3C(=O)c4ccccc4C3=O)c(C)oc2c1 | i | -1.9 | -2.5 | -2.2 | 4.4 | 4.0 | 14.4 | -0.8 | 12.2
COC(=O)c1c(C)[nH]c(C)c1-c1ccccc1 | i | 4.5 | -0.2 | 0.0 | 7.5 | -11.6 | -6.6 | 0.2 | -20.3
COc1ccc(/C=N/OCc2ccc(Br)cc2)c(OC)c1 | i | 2.5 | 4.8 | -7.6 | 1.9 | 4.4 | 22.5 | 0.0 | -7.8
COc1ccc2nccc(C(N)=O)c2c1 | x | 0.4 | -4.3 | -2.8 | 0.0 | 1.5 | -4.9 | 0.4 | 6.8
OC(CN1CCN(c2ccccc2)CC1)c1c[nH]c2ccccc12 (stereo not drawn) | i | -6.4 | 0.3 | 1.2 | -10.8 | -0.4 | -9.1 | -0.7 | -9.3
CCOC(=O)N1CCC(NS(=O)(=O)c2ccc3c(c2)C(C)(C)C(=O)N3C)CC1 | i | 4.0 | -2.5 | 0.1 | 2.8 | 2.2 | -4.9 | -0.7 | -2.5
COC(=O)/C=C1\OCc2ccccc21 | i | x | x | x | -16.1 | 3.1 | x | 1.5 | 8.2
O=C(CN1C(=O)C2CC=CCC2C1=O)NCC1COc2ccccc2O1 (stereo not drawn) | i | 2.6 | -3.2 | -0.2 | -5.6 | 1.5 | -3.9 | 0.0 | 21.5
CC(C)CNc1c(N)c(=O)oc2ccccc12 | i | -4.5 | -5.7 | -3.1 | -10.9 | 3.1 | -3.7 | 1.2 | 15.9
CC(C)c1ccccc1OS(N)(=O)=O | i | 0.7 | 0.3 | 0.7 | 14.0 | 2.5 | -2.9 | 0.3 | 8.5

Limited to SKN-1 block and E coli Lon inh, for some of the entries so far:
mol | SKN-1 block | E coli Lon inh
O=C(CNS(=O)(=O)c1ccccc1)OCC(=O)c1cccc([N+](=O)[O-])c1 | -5.0 | 6.9
O=C(C[n+]1ccccc1)N/N=C/c1ccc(F)cc1 | -1.6 | -0.5
Cc1cc2c(=Cc3ccc(N(C)C)cc3)c3ccccc3n2[n+]1C | 71.7 | -78.0
COCCNC(=O)C1(C)CCCN(C(=O)c2cc(C)on2)C1 (stereo not drawn) | 4.7 | -4.0
